Bioassay records as filed in PubChem BioAssay.
GSK3 alpha inh = human GSK-3 alpha kinase inhibition | P49840 | ADP-Glo luminescence, 60 min | inhibition, % at 10 µM | 0.1% of 320,000 active | AID 2650;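 in the data active means inhibition above about 50%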;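 further: GST-tagged GSK-3 alpha with peptide substrate and 25 µM ATP; 0% = DMSO neutral wells and 100% = GW8510 positive control wells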
Target sequence (P49840 whole entry, looked up): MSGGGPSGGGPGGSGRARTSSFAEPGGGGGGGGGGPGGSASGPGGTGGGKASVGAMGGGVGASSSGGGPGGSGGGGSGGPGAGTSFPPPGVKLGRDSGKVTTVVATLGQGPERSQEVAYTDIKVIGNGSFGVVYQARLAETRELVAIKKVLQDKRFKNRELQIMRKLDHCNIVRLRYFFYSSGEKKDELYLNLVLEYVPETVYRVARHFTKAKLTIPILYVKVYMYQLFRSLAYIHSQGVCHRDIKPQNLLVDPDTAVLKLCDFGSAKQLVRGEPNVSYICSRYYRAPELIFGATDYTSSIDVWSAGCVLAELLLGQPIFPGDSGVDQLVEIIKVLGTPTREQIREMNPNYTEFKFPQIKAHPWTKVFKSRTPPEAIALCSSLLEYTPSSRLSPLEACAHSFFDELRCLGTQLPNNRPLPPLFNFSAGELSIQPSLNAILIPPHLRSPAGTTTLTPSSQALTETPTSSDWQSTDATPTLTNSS
GSK3B inh = human GSK3beta kinase inhibition | GST-GSK3beta kinase, ADP-Glo luminescence, 60 min; active compounds read low | activity score (negative = inhibition), % at 10 µM | 0.038% of 300,000 active | AID 2097;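 active means more than half of replicate wells score below -50%, meaning over 50% inhibition versus plate controls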;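 further: 0% = median DMSO wells and -100% = median GW8510 positive control wells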
Target sequence (P49841 whole entry, looked up): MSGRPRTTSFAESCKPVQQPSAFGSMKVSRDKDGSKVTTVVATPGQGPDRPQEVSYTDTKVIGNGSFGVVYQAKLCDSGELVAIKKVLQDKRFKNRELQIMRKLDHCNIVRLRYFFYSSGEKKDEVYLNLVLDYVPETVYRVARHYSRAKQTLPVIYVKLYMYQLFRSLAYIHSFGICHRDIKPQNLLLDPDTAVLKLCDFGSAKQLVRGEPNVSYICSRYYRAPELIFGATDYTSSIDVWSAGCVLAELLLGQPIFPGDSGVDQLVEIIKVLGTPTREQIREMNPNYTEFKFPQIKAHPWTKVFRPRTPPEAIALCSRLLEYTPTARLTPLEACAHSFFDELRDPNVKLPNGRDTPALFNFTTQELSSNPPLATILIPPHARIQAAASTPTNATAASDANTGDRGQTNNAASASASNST
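Test system – GST-tagged human GSK3beta kinase, cell-free · Incubation – 60 min enzyme reaction, room temperature · Signal – ADP-Glo luminescence · Also added – peptide substrate and ATP at 25 µM · Controls – DMSO neutral wells and GW8510 at 20 µM as positive · Buffer or medium – Tris/MgCl2 kinase buffer · Measure – Luminescence-derived activity versus plate DMSO and GW8510 wells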
HSP90 refold inh = inhibitors of HSP90 luciferase refolding in rabbit reticulocyte lysate; AID 1789; inhibition, % at 5.6 µM; luciferase refolding luminescence, 3 h; 0.91% of 290,000 active;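 active means inhibition above the screen-wide mean plus 3 SD, computed separately per campaign, cut at about 16% in these data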;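 further: 0% = DMSO wells and 100% = 60 µM geldanamycin wells; inhibitors lower the luminescence because luciferase stays unfolded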
aSyn 5UTR inh = 5' untranslated region of α-synuclein, MLPCN primary screen; inhibition, % (tested at 7.5 µM); AID 1813; alpha-synuclein 5'UTR reporter, inhibitor activity; 0.82% of 300,000 active; in the data active means inhibition above about 60%;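 further: H4 neuroglioblastoma cells stably carrying SNCA 5'UTR luciferase fusion; 0% = DMSO wells and 100% = positive control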
Dyrk1A ADPGlo = inhibitors of rat Dyrk1A kinase | Q63470 | ADP-Glo luminescence, NFATc1 peptide | inhibition, % at 12.5 µM | 0.43% of 310,000 active | AID 504441; in the data active means inhibition above about 50%;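 further: plate controls were vehicle with enzyme for no effect and no enzyme for full effect; many of its hits are not listed in these tables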
Platelet DG rel = modulates dense granule release in human platelets. AID 1663. inhibition, %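 (compounds screened at 7.5 µM in platelet-rich plasma)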. human platelet-rich plasma, SFLLRN dense granule ATP release, luminescence. 0.22% of 300,000 active;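 active means mean replicate score, as percent of positive control, at or above 50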
HSF-1 act = increases HSF-1 driven luciferase reporter signal; NIH3T3-HGL HSF-1 luciferase reporter, MG132, 8 h; 100% = twice DMSO control signal; activation, % at 9 µM; 1.7% of 300,000 active;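 active means mean replicate activation of at least 50% with a set share of replicates each reaching 50%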;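 further: 0% = median of the neutral control wells and 100% = twice that signal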
IEC-6 cytotox = counter-screen for KLF5 inhibitors: cytotoxicity in IEC-6 cells. inhibition, % at 5 µM. 0.78% of 290,000 active. AID 1825. IEC-6 cytotoxicity, luminescence viability; in the data active means inhibition above about 22%;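 further: 0% = plate median of test compound wells and 100% = cytotoxic reference compound wells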
KLF5 inhibitor = suppresses KLF5 promoter-driven expression. DLD-1 KLF5 promoter-luciferase reporter, luminescence. inhibition, % at 5 µM. 0.23% of 290,000 active. AID 1700;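 active means inhibition above a per-plate limit of that plate's mean compound inhibition plus 3 SD, cut at about 60% in these data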;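 further: 0% = DMSO wells and 100% = LY294002 at 200 µM; higher means less KLF5 promoter-driven luciferase light; inactives centre near -14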
HSF1 inh = HSF1 inhibition. NIH3T3-HGL HSE-luciferase, MG132-induced, luminescence 8 h; active compounds read low. activity change, negative = inhibition, % at 7.5 µM (by protocol). 0.77% of 300,000 active. AID 2098;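 active means more than half of replicate wells show activity change below -50%, luminescence cut by over half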;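 further: luciferase reports HSF-1 transcriptional activity via heat shock element; 0% = median of DMSO wells and -100% = zero luminescence signal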
Numbers without * were called inactive; . = no result given.

No.	SMILES	HSP90 refold inh	GSK3 alpha inh	Dyrk1A ADPGlo	HSF1 inh	IEC-6 cytotox	HSF-1 act	Platelet DG rel	KLF5 inhibitor	GSK3B inh	aSyn 5UTR inh
1	COc1ccc(C2C(C(C)=O)=C(O)C(=O)N2c2ccc(C)cc2)cc1 (stereo not drawn)	1	-1	-1	16	-5	61*	-13	-68	-2	-20
2	C[C@@H](O)C1NC(=O)[C@H](CCCCN)NC(=O)c2cc([N+](=O)[O-])cc(I)c2OCC[C@@H](C(N)=O)NC1=O (stereo partly drawn)	-3	4	16	0	-1	11	-1	-22	-5	-4
3	Cc1noc(COc2ccccc2OCC(N)=O)n1	.	-2	.	-4	.	10	-5	.	3	5
4	O=C(NCCc1ccccc1)C1CCC(=O)N1C1CCCC1 (stereo not drawn)	-1	-2	1	-6	-2	-18	4	4	-6	-19
5	Cc1ccc(OCCCC(=O)Nc2nc3ccccc3[nH]2)cc1	-2	1	-4	5	5	24	-6	-35	0	-55
6	O=S(=O)(NN=C1CCCCCC1)c1ccccc1	8	1	-7	-6	-2	-9	-2	-17	0	8
7	COC(=O)c1ccccc1NC(=S)NC(=O)c1ccccc1	-5	-1	13	1	0	27	-7	-49	1	-4
8	O=C(Nc1ccccc1C(=O)NCC1CCCO1)c1ccc(Cl)cc1 (stereo not drawn)	0	-2	.	-7	0	-2	14	-23	1	12
9	CCc1cc2c3c(c1)/C(=C1/SC(N)=NC1=O)C(=O)N3C(C)(C)C=C2C	2	0	1	2	4	5	-7	10	0	28
10	COc1cc(C2NC(=O)CCC2[N+](=O)[O-])c(OC)cc1Br (stereo not drawn)	-4	-2	-4	5	-2	2	1	-19	1	18
11	CCn1c(C(C)NS(=O)(=O)c2ccc(Cl)cc2)n[nH]c1=S (stereo not drawn)	-4	-1	-6	-8	-6	-12	-14	-16	-1	-9
12	CC(=O)c1c(C)nc(-c2ccc(OCC(=O)Nc3ccc(F)cc3)cc2)n1O	0	0	6	6	1	5	-2	0	0	-19
13	CC(C)c1ccc(NC(=S)Nc2ccc(OC(F)(F)F)cc2)cc1	-2	-1	4	-24	-16	-26	-6	-14	-3	16
14	CSCCC(NC(N)=O)C(=O)Nc1ccc(C)cc1 (stereo not drawn)	1	-1	-7	1	6	-5	-1	1	2	19
15	COc1ccc2oc(C(=O)NC3(C)CCS(=O)(=O)C3)c(C)c2c1 (stereo not drawn)	.	1	15	-1	.	9	-16	.	1	-33
16	Nn1c(SCC(=O)Nc2ccc3c(c2)OCO3)nnc1-c1ccc(Cl)cc1	0	-1	3	4	-7	1	6	-21	-4	21
17	O=C(COc1ccc(OCc2ccccc2)cc1)NC1CCOC1=O (stereo not drawn)	0	0	-4	0	3	-18	-8	-45	2	6
18	CN(C)/C=N/c1c(C#N)cnn1C	3	-1	-1	1	0	-6	6	-35	1	2
19	C=CCNc1nc(N)c(C(=O)Nc2cc(C)on2)s1	0	7	20	10	0	35	-2	-65	-2	-111
20	O=C(O)CSCC(=O)Nc1ccc(C(=O)O)cc1	-1	-1	4	-3	1	15	0	-9	1	7
21	OCc1nc2ccccc2n1/N=C/c1cccs1	6	0	6	-8	4	9	9	20	2	12
22	Cc1ccc([N+](=O)[O-])cc1S(=O)(=O)N1CCCCC1C(=O)O (stereo not drawn)	-1	-2	6	4	-2	-13	5	-32	3	24
23	CCOc1ccc(/C=N/NC(=O)c2ccccc2NC(=O)c2ccc(OC)cc2)cc1	19*	-1	-3	0	8	25	31	27	-1	-71
24	O=C(Cc1ccccc1)Nc1ccc(C(=O)NCc2ccccc2)cc1	2	0	-1	-6	-4	1	-2	-27	.	7
25	Cc1cc(=O)[nH]c2nnc(SCC(=O)N3CC(C)OC(C)C3)n12 (stereo not drawn)	.	2	-2	-7	.	-8	7	.	0	-17
26	O=C(NNC(=O)c1cc(Cl)nc2ccccc12)c1ccccc1F	.	-2	5	1	.	-8	8	.	0	8
27	O=C(O/N=C(/c1ccccc1)c1ccncc1)c1ccc(F)cc1	0	-3	-3	6	1	-8	7	-3	6	-1
28	CC(C)(C)C(=O)NC(=S)N1CCOCC1	2	-2	-8	3	3	4	-3	-22	3	18
29	N#C/C(=C(/O)COC(=O)c1ccc(C#N)cc1)c1nc2ccccc2s1	0	-2	1	-7	1	3	0	0	-2	-48
30	Cc1cc(-c2ccc(C)c(S(=O)(=O)Nc3cccc(CN4CCCC4)c3)c2)on1	-1	0	-1	4	5	-4	-4	-13	-1	-1
31	Cc1cc(C(=O)CSc2ncccn2)c(C)n1Cc1ccco1	17*	-1	-2	39	-9	45	-1	-127	0	-69
32	CCC1=C(OC(=O)N(CC)CC)N2C(=O)OC(=NCc3ccccc3)[C@]2(C)[C@H]2C1=CC[C@H]1C(=O)N(c3ccccc3)C(=O)[C@H]12	.	-2	-1	6	.	12	-4	.	-2	-9
33	CC1=C(C(=O)Nc2ccccn2)C(c2ccccc2)n2ncnc2N1 (stereo not drawn)	3	5	7	-4	4	-13	2	-49	-8	12
34	O=C(NC1CCCCCC1)c1nc2ncccn2n1	1	-1	1	.	-7	.	-3	17	0	-12
35	Cc1c(CC(=O)N2CCC(C(=O)O)CC2)c(=O)oc2cc3c(cc12)CCC1(CCCCC1)O3	-4	-1	4	-2	-3	9	-3	-26	3	30
36	COc1ccc(Cc2noc(CN3CCCN(Cc4ccc(F)cc4)CC3)n2)cc1OC	3	0	2	1	3	8	2	7	1	-11
37	COc1ccc(C2C(C(=O)O)c3ccccc3C(=O)N2Cc2ccco2)cc1 (stereo not drawn)	-2	1	.	-2	0	-7	-3	-22	1	9
38	CCCCC(=O)Nc1ccc2c(c1)nc(CCN1CCN(c3ccccn3)CC1)n2C	-2	-3	-2	-10	-1	-14	5	-3	1	-19
39	COC(=O)c1c(-c2ccc(F)cc2)csc1NC(=O)c1ccco1	-2	-3	-6	13	0	31	12	-54	0	-129
40	CCN(CC)c1ccc(-c2c(C#N)c(N)nc(OC)c2C#N)cc1	0	-3	-4	-17	3	-10	-10	22	-1	-20
41	COCCNC(=O)C1CCN(S(=O)(=O)c2ccccc2)CC1	2	-2	-5	-1	3	-4	4	-12	0	4
42	Cc1ccc(S(=O)(=O)N2CCCCC2)cc1NC(=O)c1ccccn1	5	-4	4	-5	2	-2	2	-11	-2	2
43	CC(=O)N1CCC2(CC1)CC(=O)c1cc(OCC(=O)NCc3ccc(C)cc3)ccc1O2	3	-2	5	9	-1	3	-7	-17	2	17
44	Cc1ccccc1OCC(=O)N/N=C/c1ccc(N2CCOCC2)o1	4	.	0	.	-4	.	.	-23	0	.
45	NC(=O)Cc1ncc(C(F)(F)F)cc1Cl	25*	0	.	-2	-7	0	12	-34	1	-8
46	Cc1nn(C)c(C(=O)NN)c1Cl	3	0	0	8	-3	30	-11	8	3	-9
47	CCC(=O)c1ccc(OCC(O)Cn2nnc3ccccc32)cc1 (stereo not drawn)	5	-1	2	13	-6	22	-3	-91	4	-74
48	CCOC(=O)C1=C(O)/C(=C\c2ccc(OC)c(OC)c2)N=C1C	-3	-4	.	-4	-5	-5	-6	-20	-14	2
49	Cc1c(NC(=O)c2ccc(COc3ccc4ccccc4c3)o2)c(=O)n(-c2ccccc2)n1C	5	3	-1	24	-1	44	10	-59	-1	-2
50	O=C1CCCCCCCCCC/C(=N\O)CCCO1	.	2	.	-4	.	0	3	.	2	14
51	Cc1cc(OC(F)F)ccc1NC(=O)Nc1ccc([N+](=O)[O-])cc1	1	0	-6	3	8	-7	-9	19	3	-7
52	COc1ccccc1-n1c(SCC(=O)Nc2cc(C)on2)nc2c([nH]c3ccccc32)c1=O	5	0	-4	0	12	5	24	-8	-2	16
53	CC(C)N1C(=O)N(c2cccc(Cl)c2)C(C)(O)CC1(C)C (stereo not drawn)	0	0	-5	-1	-6	-3	1	-13	0	16
54	CCC[C@H](CN[C@@H](CNC)[C@H](C)CC)NCCc1cc(C(F)(F)F)cc(C(F)(F)F)c1	1	7	9	-18	36*	-37	-5	-21	-4	124*
55	C#CCOCCOCCOCCNc1nc(N2CCN(C(=O)[C@H]([C@@H](C)CC)n3cc([C@@H](N)Cc4ccc(O)cc4)nn3)CC2)nc(N2CCN(C(=O)[C@H](CCCCN)n3cc([C@@H](N)CO)nn3)CC2)n1	6	13	.	-7	-1	-18	0	-27	-25	-7
56	O=C(COc1cccc(C(F)(F)F)c1)N1CCN(c2ccccc2O)CC1	-4	0	3	5	2	7	-1	3	-1	25
57	Cc1ccc2c(c1)cc1c(=O)n(CC(=O)NCc3ccccn3)nc(C)n12	-4	0	.	-4	-3	5	-7	-19	3	53
58	COCCN(CCOC)C(=O)C1CCCN(S(=O)(=O)c2ccc(NC(=O)OC)cc2)C1 (stereo not drawn)	1	-3	12	3	-1	-5	7	-21	-2	3
59	CCCCCCSc1nnc2[nH]c(=O)cc(N)n12	1	-3	-10	-3	9	40	-16	-6	0	-19
60	COc1ccccc1Nc1nc(N)nc(CSc2nccc(C)n2)n1	0	-1	-4	5	0	13	-1	-19	4	4
61	CC(=O)c1cc(C#N)c(SCc2ccccc2C#N)nc1C	-1	2	0	3	2	-13	-54	-3	-10	-97
62	Oc1ccccc1CN(Cc1ccco1)CC(O)COCc1ccc(Cl)cc1 (stereo not drawn)	5	-2	-2	-4	-6	-3	0	-48	0	22
63	O=c1[nH][nH]cc1C=NCc1cccc(C(F)(F)F)c1	6	-1	-2	-6	0	8	2	-11	1	5

Not all compounds are listed. The share of hits here may be higher or lower than overall.
